Casp6 inh = blocks human caspase-6 cleavage activity; purified caspase-6, Z-VEID-R110 cleavage fluorescence; P55212; inhibition, % at 12.5 µM; hit rate 0.53% among 350,000;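 active = mean inhibition across replicates at least about 35%, with every replicate also reaching that limit, limit read from the data; inconclusive = only one of the two criteria met; inactive = neither criterion met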;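 also: 0% = median of neutral control wells and 100% = no fluorescence left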
E-sel inducer = E-selectin induction on HUVECs; P16581; HUVEC E-selectin immunofluorescence imaging; normalized: neutral wells 0, TNF-alpha wells 100; activation, % at 7.58 µM; hit rate 0.37% among 260,000; AID 686992;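 active = mean E-selectin-positive cell signal at least 10% of the positive control, reached in at least 60% of replicates, without over 20% cell loss; inconclusive = no rule given, readout overlaps actives, possibly toxicity-flagged; inactive = the rest, including those meeting only one limit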;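 also: in these data hits start at about 27%; measured in HUVEC primary endothelial cells; signal is the percent of cells scored E-selectin positive by PE staining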
Target sequence (P16581 whole entry, looked up): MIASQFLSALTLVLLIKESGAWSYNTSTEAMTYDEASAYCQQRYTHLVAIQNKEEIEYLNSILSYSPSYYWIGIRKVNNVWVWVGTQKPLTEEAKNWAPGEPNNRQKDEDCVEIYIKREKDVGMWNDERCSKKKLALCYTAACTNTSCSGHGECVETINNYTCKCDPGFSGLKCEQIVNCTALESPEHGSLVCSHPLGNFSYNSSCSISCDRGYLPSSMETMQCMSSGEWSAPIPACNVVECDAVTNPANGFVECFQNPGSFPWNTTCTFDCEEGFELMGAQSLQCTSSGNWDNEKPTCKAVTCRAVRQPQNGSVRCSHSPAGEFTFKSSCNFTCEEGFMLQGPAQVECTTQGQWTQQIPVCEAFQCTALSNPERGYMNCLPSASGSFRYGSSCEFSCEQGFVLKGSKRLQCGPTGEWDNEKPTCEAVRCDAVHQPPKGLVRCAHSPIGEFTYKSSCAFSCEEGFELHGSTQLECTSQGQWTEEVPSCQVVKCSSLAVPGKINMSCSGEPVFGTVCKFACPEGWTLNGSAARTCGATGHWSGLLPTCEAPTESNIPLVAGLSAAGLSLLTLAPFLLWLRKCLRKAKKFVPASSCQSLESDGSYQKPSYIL
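Read-out: % PE-positive cells | Test system: HUVEC | Doses: One compound dose added by pin transfer | Buffer or medium: EGM-2 over gelatin coat | Signal: Immunofluorescence imaging | Benchmarks: TNF-alpha, DMSO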
esBAF inh = SWI/SNF esBAF complex inhibition | mouse ES cells, Bmi1-luciferase knock-in reporter, 24 h; 100% = twice the neutral-well signal | reporter increase, % at 12.5 µM | hit rate 2% among 350,000; in the data active = activation above about 40%; inconclusive = no clear call, values can overlap the other calls;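 also: 0% = median of the plate's neutral control wells and 100% = double that signal; a rise in the Bmi1 reporter signal indicates esBAF inhibition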
ERp5 block = inhibitors of human ERp5; inhibition, % at 9.99 µM; ERp5 insulin aggregation, absorbance 650 nm, 90 min; hit rate 0.05% among 350,000;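 active = mean replicate inhibition above about 25%, with every replicate also reaching it, limit read from the data, passing the limit was not always enough; inconclusive = only one of those two criteria met; inactive = neither criterion met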
PglD inh = PglD (C. jejuni) enzyme inhibition; purified PglD enzyme, DTNB colorimetric CoA detection; inhibition, % at 12.5 µM; hit rate 0.098% among 360,000; AID 602405; in the data active = inhibition above about 16%, passing the limit was not always enough; inconclusive = no clear call, values can overlap the other calls; also: strong numbers were not always called active
ARNT-TACC3 inh = disruptors of human ARNT/TACC3 interaction; Q9Y6A5; inhibition, % at 9.99 µM; AID 623870; hit rate 0.66% among 390,000; AlphaScreen His-ARNT PAS-B/GST-TACC3 binding, luminescence; TACC3 fragment carries E629A point mutation;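 active = mean inhibition of replicates at least 50% and at least half of replicates each reaching 50%; inconclusive = half or more replicates reach 50% but mean below 50%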;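 also: 0% = complete ARNT plus TACC3 wells and 100% = ARNT alone without TACC3; many hits fall short of the cut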
RAD52 inh = blocks human RAD52 DNA annealing; P43351; recombinant RAD52 DNA annealing, FRET fluorescence; inhibition, % at 18.7 µM; hit rate 0.46% among 360,000;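 active = every replicate showing at least 50% inhibition; inconclusive = mean inhibition at least 50% but not in every replicate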
Target sequence (P43351 whole entry, looked up): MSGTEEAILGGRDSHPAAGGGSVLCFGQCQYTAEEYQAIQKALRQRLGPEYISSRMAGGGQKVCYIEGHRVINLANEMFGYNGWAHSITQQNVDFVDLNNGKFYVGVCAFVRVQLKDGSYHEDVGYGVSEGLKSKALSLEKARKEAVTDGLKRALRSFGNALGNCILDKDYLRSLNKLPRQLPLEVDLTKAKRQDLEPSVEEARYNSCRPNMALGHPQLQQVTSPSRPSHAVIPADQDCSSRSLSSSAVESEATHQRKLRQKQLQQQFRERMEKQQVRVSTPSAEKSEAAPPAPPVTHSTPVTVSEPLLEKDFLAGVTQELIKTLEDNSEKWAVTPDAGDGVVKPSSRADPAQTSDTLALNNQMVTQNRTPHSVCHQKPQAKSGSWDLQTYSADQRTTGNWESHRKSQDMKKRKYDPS
RAD54 inh = blocks human RAD54 Holliday junction branch migration; FAM/BHQ fluorescence; Q92698; inhibition, % at 10.4 µM; hit rate 0.14% among 360,000;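 active = mean normalized replicate activity at least 40 and at least half of replicates scoring 40 or more; inconclusive = only one of the two criteria met; inactive = mean below 40 and under half of replicates reaching 40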;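 also: 0% = median of neutral control wells and 100% = median of positive control wells; inhibitors cause a drop in the FAM fluorescence signal; in these data hits start at about 50%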
* = called active by the depositor; u = inconclusive; x = not tested or not shown.

The line under a structure holds: ERp5 block | Casp6 inh | RAD54 inh | ARNT-TACC3 inh | PglD inh | RAD52 inh | E-sel inducer | esBAF inh
CC1CN(c2ccc(C(=O)c3ccccc3C(=O)O)cc2[N+](=O)[O-])CC(C)O1 (stereo unspecified)
→ 7 | 7 | -2 | 4 | -5 | -15 | x | 8
CC(C)CNC(=S)N1CCN(C(c2ccccc2)c2ccccc2)CC1
→ 8 | 0 | x | -2 | x | -17 | -0.2 | x
CC(C)(C)OC(=O)NCCCCCNC(=O)c1ncn(Cc2ccccc2)c1C(=O)NCCCCCNC(=O)OC(C)(C)C
→ 5 | -1 | 1 | -6 | -1 | -12 | -0.1 | 17
COc1ccc(C2=NN(CC(=O)Nc3ccccc3C)C(=O)CC2)cc1
→ 1 | 3 | 2 | -2 | 1 | -20 | 2.7 | 20
Cc1cccc(NC(=O)Nc2ccc3c(c2)C(=O)N(C)[C@@H]2CC[C@H](CC(=O)O)O[C@@H]2CO3)c1
→ -1 | 10 | -8 | 16 | 0 | -10 | 1.0 | 4
O=C1CCCN1CCCNc1nc(NCc2ccccc2)nc2ccsc12
→ -2 | 1 | -10 | x | -1 | 0 | -0.1 | 20
O=c1[nH]c2cc3c(cc2cc1CN(CCCO)Cc1nnnn1Cc1ccc(F)cc1)OCO3
→ x | x | -5 | -3 | 0 | x | x | -6
Clc1ccc2c(SCC3CO3)c3ccccc3nc2c1 (stereo unspecified)
→ 5 | -4 | x | -6 | x | -9 | -0.2 | x
Cn1cccc1/C=N/NC(=O)Cn1cnc2ccccc21
→ x | x | -7 | -2 | -3 | x | x | -4
CCCNC(=O)C[C@@H]1C[C@@H]2c3cc(NS(C)(=O)=O)ccc3O[C@@H]2[C@H](CO)O1
→ 32* | 2 | 4 | -11 | -3 | 4 | 0.1 | -1
CCOC(=O)C(Cc1ccc(O)cc1)NC(=O)CNC(=O)C(CC(C)C)NC(=O)OC(C)(C)C (stereo unspecified)
→ 0 | -4 | x | -7 | x | 0 | 0.1 | x
C[C@H]1CCCCO[C@@H](CN(C)CC2CCCCC2)[C@@H](C)CN([C@@H](C)CO)C(=O)c2cc(NS(=O)(=O)c3ccc(Cl)cc3)ccc2O1
→ x | x | 22 | -4 | -1 | x | 3.4 | 3
Cc1ccccc1C(=O)Nc1cccc(-c2nnc(SCC(=O)O)n2C)c1
→ x | x | -8 | 4 | -1 | x | x | -8
COC(=O)c1ccc(CSc2nnnn2-c2ccccc2)o1
→ x | x | 15 | -2 | 2 | x | x | 5
Cc1c(C(=O)N2CCN(S(C)(=O)=O)CC2)oc2ccccc12
→ x | x | -8 | 3 | 0 | x | x | -4
CN(C)C(=O)c1ccc(NC(=O)CSc2nnc(-c3cccs3)n2N)cc1
→ -3 | 4 | -6 | 0 | 2 | -13 | 0.9 | -1
CCCNC(=O)CNC(=S)N(Cc1cc(OC)c(OC)c(OC)c1)C1CCCC1
→ 1 | 0 | -3 | 1 | -6 | -14 | -1.1 | x
CN(C)C(=O)C[C@@H]1C=C[C@H](NC(=O)C2CCC2)[C@@H](CO)O1
→ -5 | 1 | -6 | 8 | 4 | -2 | x | 2
C#CCSc1nc(C)cc(C(=O)OCC)c1C#N
→ 1 | 0 | x | -12 | x | -10 | 2.2 | x
OCCN1CCN(c2ncnc3c2ncn3[C@H]2CN(Cc3cccnc3)C[C@@H](CO)O2)CC1
→ 1 | -1 | -4 | x | 4 | -5 | -0.2 | -4
CC(C)c1ccc(N2C(=O)C3C4C=CC(CC4)C3C2=O)cc1 (stereo unspecified)
→ 0 | 1 | -5 | -5 | -1 | 16 | 0.0 | 9
Cc1noc(C)c1NC(=O)N(C)C[C@@H]1Oc2c(NC(=O)C3CCOCC3)cccc2C(=O)N([C@H](C)CO)C[C@H]1C
→ -4 | 0 | 10 | -6 | 0 | 7 | 0.2 | 1
CC1(C)CC(=O)C=C(c2ccc(OC(F)(F)F)cc2)C1
→ 2 | -5 | -8 | -12 | 1 | -12 | 0.2 | -4
O=C(Nc1cccc(-c2ccc(F)cc2)c1)C1CCCN(C(=O)c2cscn2)C1 (stereo unspecified)
→ 2 | x | 9 | 1 | -5 | -28 | x | -3
COc1ccc(S(=O)(=O)Nc2cccc3c2O[C@@H](CN(C)C(=O)Nc2ccc(C(F)(F)F)cc2)[C@@H](C)CN([C@@H](C)CO)C3=O)cc1
→ 0 | 1 | -1 | -2 | 1 | -39 | -0.4 | -3
O=C(Nc1ccc2ccccc2c1)OC1CCS(=O)(=O)C1 (stereo unspecified)
→ 3 | 5 | x | x | x | -5 | 0.0 | x
Cn1c(CSc2nc3ccccc3n2C)nc2ccccc21
→ x | x | 1 | -6 | 0 | x | x | 26
CSc1cccc(-n2ccc(=O)c(C)c2C)c1
→ -3 | -1 | -7 | -1 | -2 | -14 | 0.0 | 0
N#C/C(=C\c1ccc(OCc2ccc(C(=O)O)cc2)cc1)C(=O)N1CCOCC1
→ -1 | 15 | x | 1 | x | -18 | -0.2 | x
O=c1[nH]c2ccccc2cc1CN(CC1CCCO1)S(=O)(=O)c1ccc(Cl)cc1 (stereo unspecified)
→ -14 | x | 1 | -2 | -3 | -7 | x | 3
Cc1cc(/C(N)=N/OC(=O)c2cccc(Cl)c2)no1
→ 8 | -1 | 2 | -2 | 11 | 0 | x | x
CCCNS(=O)(=O)c1cccn1-c1ncc(C(F)(F)F)cc1Cl
→ x | x | 7 | -14 | 1 | x | x | -5
CCC(Oc1ccccc1)C(=O)Nc1ccccc1N1CCCC1 (stereo unspecified)
→ 6 | -78 | 5 | 7 | -1 | -9 | 0.0 | -8
COc1ccc2nc(Nc3sc4c(c3C(N)=O)CCCC4)sc2c1
→ -8 | 1 | x | 5 | x | -18 | -1.1 | u
c1ccc(-c2cnnc(-c3ccccn3)n2)cc1
→ x | x | 1 | 57* | 0 | x | -0.1 | 28
O=C(/C=C/c1ccccc1Cl)NNC(=O)c1ccncc1
→ 4 | 5 | -1 | -3 | -4 | -13 | x | -1
O=C(C[C@H]1CC[C@@H]2[C@H](COC[C@H](O)CN2C(=O)c2ccc(F)cc2)O1)N1CCCCC1
→ -3 | 2 | -3 | -5 | 1 | -4 | 0.2 | -4
CCOC(=O)c1cn(C2CC2)c2c(F)c(F)c(F)cc2c1=O
→ 1 | 0 | x | -2 | x | -1 | x | x
Nc1ncc2[nH]c(N)nc2n1
→ 1 | -1 | -4 | 14 | 5 | -13 | 4.8 | -8
CO[C@@H]1CN(C)C(=O)c2ccc(NS(=O)(=O)c3ccc(Cl)cc3)cc2OC[C@@H](C)NC[C@@H]1C
→ -4 | 1 | 9 | -3 | -1 | 4 | 0.6 | -2
CCOc1cc2c(C#N)c(N3CCCC3)nc(N)c2c(N)n1
→ -2 | 15 | -8 | 1 | -8 | -16 | -0.3 | -1
CCOc1cccc(-c2cc(C(=O)N3N=C(C)CC3(O)C(F)F)c3ccccc3n2)c1 (stereo unspecified)
→ -1 | 2 | x | 0 | x | -6 | x | x
COc1cccc(C2CCCN2Cc2nc(-c3sccc3C)oc2C)c1 (stereo unspecified)
→ 1 | 1 | x | 0 | x | -81 | 9.2 | x
O=C(C1=C(O)C(=O)N(CCN2CCOCC2)C1c1ccc(Cl)cc1)c1cc2ccccc2o1 (stereo unspecified)
→ 1 | 10 | 2 | 5 | -7 | -14 | x | 6
CN(C)CCOC(=O)c1ccc2c(c1)S(=O)(=O)c1ccccc1C2=O
→ -5 | -3 | 4 | -7 | -1 | 14 | x | x
CCN1CCN(c2nc3c(c(=O)n(C)c(=O)n3C)n2CCSc2ncccn2)CC1
→ x | x | -11 | -4 | 1 | x | -2.3 | 0
COc1ccc(OC)c(C(=O)Cn2cnc3ccccc3c2=O)c1
→ 4 | -3 | 13 | -7 | 2 | -8 | x | -3
CCC(=O)N(Cc1cc(=O)[nH]c2ccccc12)c1ccccc1OC
→ -1 | 4 | 0 | 3 | -2 | 6 | x | -1
O=C(NNC(=O)c1cc(Cl)ccc1[N+](=O)[O-])c1csc(N2CCOCC2)n1
→ -1 | -1 | x | -2 | x | -8 | 1.9 | -2
COc1cccc(NC(=O)C2CCCCC2)c1
→ x | x | -2 | -3 | -2 | x | x | 9
CC(C)(C)c1ccc(C(=O)Nc2ccc([N+](=O)[O-])cn2)cc1
→ -1 | -3 | 2 | 0 | -1 | -10 | 1.9 | x
CCOc1cc(-c2nc3ccccc3s2)ccc1O
→ 1 | 2 | 8 | 8 | 1 | -16 | 0.4 | 19
COc1ccc(NC(=O)c2ccc(S(=O)(=O)N(C)c3ccccc3)cc2)cc1S(=O)(=O)N1CCOCC1
→ 13 | 0 | 2 | x | -13 | -24 | 0.1 | 0
N#C/C(=C/c1cccc([N+](=O)[O-])c1)C(=O)Nc1ccccc1O
→ 11 | 12 | 6 | -5 | -3 | -14 | 11 | 14
COc1ccc2ccccc2c1CNC(C)CCc1ccccc1 (stereo unspecified)
→ 1 | 0 | 16 | -26 | -3 | 3 | 1.5 | -8
O=C(C[C@@H]1CC[C@@H]2[C@H](COC[C@@H](O)CN2C(=O)c2ccccc2F)O1)N1CCCCC1
→ 6 | -1 | -1 | -2 | 0 | -11 | 0.3 | 3
CCOCCCNC(=O)C(c1ccc(OC)cc1)N(Cc1cccs1)C(=O)c1ccccn1 (stereo unspecified)
→ 0 | -3 | 8 | -13 | 0 | -1 | x | -6
C[C@@H]1CN([C@@H](C)CO)C(=O)c2cc(NS(C)(=O)=O)ccc2O[C@H]1CN(C)S(C)(=O)=O
→ -3 | -1 | -10 | -5 | -4 | -3 | -0.6 | -3
CCNc1ccc(Br)cc(C(=O)/C=C/c2c(Cl)cccc2Cl)c1=O
→ x | x | -1 | -2 | -3 | x | x | 2
COc1ccc(NC(=O)N[C@@H]2CC[C@H](CCNC(=O)c3cc(Cl)cc(Cl)c3)O[C@H]2CO)cc1
→ 9 | 0 | -1 | -11 | -2 | -20 | -2.3 | 0

Three compounds already listed, ordered by the number in RAD52 inh, descending:
SMILES	RAD52 inh
CC(C)(C)c1ccc(C(=O)Nc2ccc([N+](=O)[O-])cn2)cc1	-10
O=C(C[C@@H]1CC[C@@H]2[C@H](COC[C@@H](O)CN2C(=O)c2ccccc2F)O1)N1CCCCC1	-11
CCOc1cc(-c2nc3ccccc3s2)ccc1O	-16

The results go on:
The line under a structure holds: ERp5 block | Casp6 inh | RAD54 inh | ARNT-TACC3 inh | PglD inh | RAD52 inh | E-sel inducer | esBAF inh
O=C(O)C1CCCCC1C(=O)NCCCN1CCOCC1 (stereo unspecified)
→ x | x | 5 | -11 | -3 | x | x | -5
COC(=O)CNc1nc(-c2ccccc2F)nc2ccccc12
→ x | x | 5 | -4 | 2 | x | x | -2
CCc1cnc(N2[C@H](C#N)[C@H](c3ccc(-c4cccc(F)c4)cc3)[C@@H]2CO)s1
→ -2 | -1 | -7 | 2 | 1 | 8 | 0.0 | -4
O=S(=O)(c1ccc2c(c1)OCCO2)N1CCN(Cc2ccc3c(c2)OCO3)CC1
→ x | x | -2 | 2 | -2 | x | x | 0
COc1ccc(S(=O)(=O)Nc2ccc3c(c2)C(=O)N([C@@H](C)CO)C[C@@H](C)[C@@H](CN(C)CC2CCCCC2)OCCCC[C@@H](C)O3)cc1
→ x | x | 8 | -4 | 4 | x | 0.2 | 0
COc1ccc(OC)c(-n2c(SCC(N)=O)nnc2-c2c[nH]c3ccccc23)c1
→ -1 | 0 | -5 | 0 | 0 | 0 | 0.8 | -5
C/C=C/c1ccc2c(c1)O[C@H](CN(C)S(=O)(=O)c1ccc(F)cc1)[C@H](C)CN([C@@H](C)CO)S2(=O)=O
→ 1 | 0 | 4 | 1 | 2 | -3 | -0.1 | -9

From PubChem
